TNF death inh – blocks TNF-alpha induced death of Jurkat FADD-/- cells | Jurkat FADD-/- TNF necroptosis rescue, ATP luminescence, 24 h; 0 = TNF only, 100 = no-TNF cells | activation (protection from cell death), % at 10 µM | 220,000 tested, 0.068% active;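 active means activation, meaning protection from cell death, of at least 50% relative to plate controls; inactive means activation below 50%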;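 further: necroptosis triggered by 40 ng/mL TNF-alpha added together with compound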
Cl transport mod – modulators of human KCC2 chloride dependent transport | KCC2 cells, thallium flux FluoZin-2 fluorescence | B-score of Tl+ flux slope (higher = more flux/activation; lower = inhibition) at 10 µM | 190,000 tested, 2.2% active | AID 1456;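 active means thallium flux slope and its plate-corrected score both differing from the plate sample mean at a set confidence after two filtering rounds, in either direction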;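 further: slope of fluorescence scaled to starting intensity during 10 to 20 s after thallium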
MDM2 E3 inh – blocks human Mdm2 ubiquitin ligase activity; Q00987; cell-based MDM2 ubiquitination luciferase reporter, 2 h; 0 = plate control, 100 = twice control, blank-subtracted; signal enhancement, % at 5 µM; 210,000 tested, 0.11% active;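 active means signal enhancement of 30% or more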;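 further: luminescence tracks abundance of the self-degrading MDM2-luciferase fusion protein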
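Test system: mammalian cells stably expressing self-ubiquitinating, self-degrading MDM2 E3–luciferase fusion; Amount: 2000 cells in each well; Medium: DMEM; Schedule: 4 h settle plus 2 h compound, 37 °C; Technique: SteadyLite luciferase luminescence after 15 min room-temperature reagent incubation; Benchmarks: plate control and blank wells.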
EBV gp42 block – blocks Epstein-Barr virus glycoprotein 42 binding; AID 1085; Fluorescence polarization binding assay, mP read-out; inhibition, % (tested at 21.74 µM); 220,000 tested, 0.42% active; in the data active means inhibition above about 50%
Calpain2 inh – blocks pig calpain II enzyme activity; purified calpain II, fluorogenic peptide substrate, 30 min; inhibition, % at 16 µM; 220,000 tested, 0.37% active; AID 1236;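 active means inhibition above about 50%, limit read from the data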
PERK inhibitor – inhibitors of human PERK kinase | Q9NZJ5 | CHO PERK-DD fusion, SEAP luminescence translation reporter | inhibition, % at 5.6 µM | 220,000 tested, 0.17% active | AID 1416;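 active means inhibition above the mean inhibition of all tested compounds plus 3 SD, set separately per screening campaign, cut at about 2.9% in these data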;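 further: PERK kinase domain activated by AP20187 dimerizer at 100 nM; 0% = DMSO with dimerizer and 100% = rapamycin at 8.4 µM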
Rad51 HR inh – blocks human Rad51 in homologous recombination. hRad51 DNA strand exchange, fluorescence dequenching. Q06609. AID 1385. 200,000 tested, 0.085% active. inhibition, % at 10 µM;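 active means inhibition above 40% at the single screening dose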;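 further: 0% = DMSO control wells and 100% = blanks with heterologous ssDNA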
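Assay system: Human Rad51 nucleoprotein filaments preassembled on unlabelled ssDNA | Reagent: Donor/quencher-labelled 47-bp dsDNA substrate | Doses: One concentration, 10 µM final | Times: 37 °C 15-min filament assembly, 30-min compound preincubation, 15-min exchange | Technique: Fluorescein emission 520 nm, excitation 485 nm | Benchmarks: Plate control and blank wells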
L929 necroptosis – blocks zVAD induced death of L929 cells. L929 zVAD necroptosis rescue, ATP luminescence, 24 h; with zVAD 60 µM. 220,000 tested, 0.38% active. viability rescue, % at 10 µM;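 active means activation, scaled between plate controls, above about 75%, limit read from the data; inactive means activation under that limit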;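 further: 0% = zVAD with DMSO and 100% = DMSO alone without zVAD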
eIF4E-4G inh – eIF4E/eIF4G interaction inhibition in translation initiation; TR-FRET eIF4E-eIF4GI(517-606) binding, 2 h; 220,000 tested, 0.37% active; P63073+Q04637; inhibition, % at 21.7 µM; AID 782;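 active means inhibition above about 30%, limit read from the data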;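 further: 0% = full FRET control wells and 100% = background wells lacking eIF4GI fragment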
* marks the source's active call; other numbers are inactive results; . = not tested or not shown; [ ] = another dose, or the depositor's remark.

SMILES | TNF death inh | Cl transport mod | MDM2 E3 inh | EBV gp42 block | Calpain2 inh | PERK inhibitor | Rad51 HR inh | L929 necroptosis | eIF4E-4G inh
CCCCc1ccc(S(=O)(=O)N2CCN(C(=O)c3ccco3)CC2)cc1 | -0.3 | -1.2 | -4 | 5 | 1 | -0.1 | -11 | 1.4 | 1
Cc1cccc(NC(=O)Cn2c(=O)n3nc(CCn4nc(C)cc4C)nc3c3ccccc32)c1 | -0.3 | . | -12 | 0 | -4 | -0.8 | -3 | 0.6 | -6
N#Cc1cccn1-c1nccs1 | 0.0 | -0.013 | -8 | -11 | -8 | 0.7 | -2 | 0.8 | -4
CCOC(=O)N1CCC(NC(=O)CCC(=O)c2ccccc2)CC1 | 0.9 | 0.7 | -11 | -5 | 21 | 1.0 | 3 | 2.5 | -4
CC(C)NC(=O)CCCn1c(=S)[nH]c2cc3c(cc2c1=O)OCO3 | 0.4 | . | -8 | -9 | 10 | -0.4 | 4 | 1.0 | 4
CCOP(=O)(OCC)C(Nc1ccc(F)cc1)c1ccccc1 (stereo unspecified) | 1.3 | -0.14 | -14 | -19 | 14 | -0.4 | 17 | 3.3 | 0
CCOc1ccc(C(=O)NC(=S)Nc2cccc(NC(=O)c3ccco3)c2)cc1[N+](=O)[O-] | 0.9 | 0.49 | -11 | -4 | -27 | 0.1 | 0 | 1.2 | -6[fluorescence artefact?]
CCn1c(SCC(=O)Nc2ccccc2N2CCOCC2)nnc1-c1ccccc1O | -0.1 | -0.68 | -10 | 2 | -31 | 0.0 | 10 | -0.2 | -9
Cc1cc(C)cc(Nc2ccc([N+](=O)[O-])nc2[N+](=O)[O-])c1 | -0.5 | 0.17 | 2 | -20 | 16 | 0.5 | -4 | -0.1 | 6
Cc1cc(C)n(-c2nnc(NC34CC5CC(CC(C5)C3)C4)nn2)n1 | 1.9 | 0.066 | -1 | -12 | 19 | 0.1 | -35 | -0.2 | 13
CCO[C@@H]1OC(C(=O)N2CCN(Cc3ccccc3)CC2)=C[C@H](c2cn(C(C)=O)c3ccccc23)[C@H]1CCCO | -2.1 | 0.88 | . | -1 | -18 | -0.1 | -10 | 0.2 | 2
COc1cc2c3c(c1)/C(=C1/SC(=S)NC1=O)C(=O)N3C(C)(C)C=C2C | -4.9 | 1.7 | -9 | 16 | -15 | 0.5 | 19 | 1.1 | -6
Cc1nc2c(ccc3nc(NC(=O)c4ccc5c(c4)OCCO5)sc32)s1 | -5.5 | -0.45 | -34 | -6 | -87 | -0.3 | -1 | 2.2 | -102[fluorescence artefact?]
COc1ccc(Cn2c(=O)[nH]c3cc(OC)c(OC)cc3c2=O)cc1 | 0.0 | 1 | 0 | -11 | 7 | -0.3 | . | 0.4 | -3
CCOc1ncccc1C(=O)Nc1ccc2c(c1)OCO2 | -1.4 | -0.00055 | -4 | -13 | -14 | 0.5 | -2 | 1.7 | 3
CC1Cc2ccccc2N1CC(=O)NC(=O)NCc1ccccc1 (stereo unspecified) | 0.9 | -0.8 | -15 | 10 | 8 | -0.3 | -3 | -0.6 | -3
CCOc1ccccc1C(C(=O)NC1CCCC1)N(Cc1ccco1)C(=O)CNC(=O)c1ccco1 (stereo unspecified) | -3.4 | -0.087 | . | -14 | 8 | -0.8 | -8 | -0.3 | -5
COC(=O)CSc1ccc2nnc(CCNS(=O)(=O)c3ccc(C)cc3)n2n1 | 0.8 | -0.65 | . | -8 | 22 | 1.6 | . | 0.0 | 1
CCN1C(=O)CS/C1=N\S(=O)(=O)c1ccc(Cl)cc1 | -0.3 | 0.41 | -3 | -11 | 6 | 1.2 | 5 | 1.5 | 0
C=CCN(CC=C)CCOc1cc(C)ccc1[N+](=O)[O-] | -1.0 | 0.76 | -26 | 4 | 1 | 0.1 | 42* | 0.7 | 3
CN(C)S(=O)(=O)c1cccc(NC(=S)NCCc2ccccn2)c1 | -0.4 | 0.52 | -2 | -2 | -12 | -0.3 | -3 | 1.8 | -2
Cc1ccc(OCc2n[nH]c(=S)n2C2CCCCC2)cc1 | -0.5 | 13* | -10 | -6 | 61* | 1.3 | -10 | -1.0 | 7
CCc1ccc(NC(=O)CSc2nnc(COc3ccc4c(c3)CCCC4)o2)cc1 | 1.7 | 0.57 | -2 | -13 | 7 | -0.3 | -18 | 0.3 | -1
CNc1ccccc1-n1ccc(-c2ccccc2)n1 | -0.7 | -0.0055 | -2 | -15 | -3 | -0.8 | -13 | -0.3 | -4

Part of the list above in order of length of the SMILES, high to low.
SMILES | TNF death inh | Cl transport mod | MDM2 E3 inh | EBV gp42 block | Calpain2 inh | PERK inhibitor | Rad51 HR inh | L929 necroptosis | eIF4E-4G inh
CCOc1ccccc1C(C(=O)NC1CCCC1)N(Cc1ccco1)C(=O)CNC(=O)c1ccco1 (stereo unspecified) | -3.4 | -0.087 | . | -14 | 8 | -0.8 | -8 | -0.3 | -5
Cc1nc2c(ccc3nc(NC(=O)c4ccc5c(c4)OCCO5)sc32)s1 | -5.5 | -0.45 | -34 | -6 | -87 | -0.3 | -1 | 2.2 | -102[fluorescence artefact?]
C=CCN(CC=C)CCOc1cc(C)ccc1[N+](=O)[O-] | -1.0 | 0.76 | -26 | 4 | 1 | 0.1 | 42* | 0.7 | 3

The list continues.
SMILES | TNF death inh | Cl transport mod | MDM2 E3 inh | EBV gp42 block | Calpain2 inh | PERK inhibitor | Rad51 HR inh | L929 necroptosis | eIF4E-4G inh
COc1cc(/C=C(/C#N)C(=O)c2c(C)[nH]c3ccccc23)ccc1OCC#N | -5.4 | 0.7 | . | -1 | -6 | 0.4 | -12 | 0.6 | -9
O=C(NC12CC3CC(CC(C3)C1)C2)OCCNC1CCCCC1 | 0.4 | 1.1 | 3 | 4 | 12 | 0.6 | 9 | 0.2 | 0
CN1CCN(C(=O)c2cn(-c3ccccc3)nc2-c2cccs2)CC1 | 0.0 | 0.0024 | -15 | 6 | 3 | -0.7 | 1 | -1.0 | -1
CC1CN(C(=O)c2ccc(COc3ccccc3Br)o2)CC(C)O1 (stereo unspecified) | -0.5 | -3.5 | 5 | -15 | -6 | -0.9 | -7 | 0.8 | 1
COc1cc(-c2nc3c[n+](CC(=O)c4ccccc4)ccc3n2C)cc(OC)c1OC | 0.5 | 1.9 | 7 | 14 | 25 | -1.1 | -4 | 0.0 | -1
COc1ccc(/C(C)=N/OC/C(O)=C(\C#N)c2nc3ccccc3[nH]2)c(OC)c1 | -7.3 | -0.17 | 2 | -23 | -15 | -0.3 | 4 | 1.1 | 1
Cc1ccc(CN(C)C(=O)c2cc(COc3ccc(F)cc3Cl)on2)o1 | 0.8 | . | -5 | 2 | -8 | 0.6 | 1 | 3.9 | 2
COc1ccc2cc(/C(C)=N/NC(=S)Nc3cc(S(=O)(=O)N4CCOCC4)ccc3N3CCOCC3)ccc2c1 | -0.9 | 1.5 | 12 | -8 | -274 | -0.2 | -5 | 0.0 | 2
Cc1ccc2nc(NCC(=O)O)nc(-c3ccccc3)c2c1 | -4.5 | . | -15 | -10 | -23 | 0.5 | -1 | -0.1 | 7
O=P(c1ccccc1)(c1ccccc1)C(O)c1ccco1 (stereo unspecified) | -0.8 | 1.2 | -11 | 2 | 8 | -0.1 | -8 | 0.4 | 0
Cc1nc2cc(C(=O)OCC(=O)NC3CCS(=O)(=O)C3)ccc2n1-c1ccccc1 (stereo unspecified) | 0.6 | . | -7 | -9 | 0 | 0.3 | 3 | -0.7 | 5
Cc1cccc(C)c1NC(=O)CN(C)CC(=O)Nc1ccc(F)c(Cl)c1 | 1.5 | -0.56 | -7 | -27 | -20 | 1.5 | 24 | 2.7 | 3
CCOC(=O)/C=c1\s/c(=C(\C#N)C(N)=O)n(-c2ccccc2)c1=O | 3.7 | 0.042 | -1 | -4 | -8 | -0.7 | 11 | -0.4 | -7
Cc1ccccc1NC1=NC(=S)N(c2ccccc2)C12CCOC(C)(C)C2 (stereo unspecified) | -1.3 | 26* | -5 | -6 | 20 | -0.7 | 6 | 1.1 | -4
CS(=O)(=O)c1ccc(-c2nn[nH]n2)cc1 | 0.9 | . | -12 | 10 | 22 | 1.9 | -9 | 2.5 | 5
CCC(C)NC(=O)CSc1ncnc2sccc12 (stereo unspecified) | 0.4 | 0.013 | -16 | 2 | 19 | 0.6 | -7 | 0.2 | 1
O=C(NNC(=S)Nc1ccc(F)c(Cl)c1)c1ccccc1Br | -0.8 | 0.64 | -8 | 11 | -18 | 0.4 | 2 | 1.3 | -4
O=S(=O)(c1ccc2nc(COc3ccccc3)[nH]c2c1)N1CCOCC1 | 2.7 | -0.18 | -5 | -24 | -5 | -0.9 | 1 | 13 | 4
CCOC(=O)c1sc(NC(=O)CSc2nc3c(c(-c4ccc(OC)cc4)c2C#N)CCCC3)c(C#N)c1C | -2.0 | -0.48 | 13 | -15 | -75 | 0.4 | 0 | 0.1 | -9
COc1ccc(OCC(=O)N/N=C2\CCCCc3ccccc32)cc1 | 0.2 | -1.5 | -15 | -11 | 16 | 1.9 | 14 | 1.1 | 0
Nc1c(C(=O)Nc2ccccc2)sc2nc(-c3cccnc3)ccc12 | -4.4 | -0.0025 | . | 20 | -2 | -0.5 | -172 | -0.6 | -4
COc1ccc(NC(=O)Nc2ccc(Cc3ccncc3)cc2)cc1OC | -0.3 | . | -8 | -19 | 16 | -1.2 | 2 | 82* | 14
COc1ccccc1NC(=S)NNC(=O)c1nn(C)cc1Cl | -2.4 | 0.3 | -11 | -21 | 9 | -0.3 | 4 | -0.2 | -5
O=C(Cn1c(NCCO)nc2ccccc21)N1CCN(Cc2ccccc2)CC1 | 2.1 | -0.55 | -11 | -9 | 22 | -0.3 | -10 | 0.5 | 1
CC(=O)Nc1ccc(S(=O)(=O)N2CCN(CCN3CCOCC3)CC2)cc1Cl | 0.4 | 1 | -8 | -18 | -10 | 1.0 | -3 | -0.2 | -2
CCOC(=O)c1ccc(NC(=O)COc2cc(=O)n(CC)c3ccccc23)cc1 | 0.6 | 0.27 | -9 | -5 | 0 | 0.9 | -3 | 0.5 | 0[fluorescence artefact?]
Cc1cccc(NC(=O)CCSc2ccccc2)c1C | 1.9 | -0.49 | -4 | 6 | 15 | 0.4 | 6 | 2.1 | 3
COc1ccccc1N1CCN(/N=C\c2ccc(C)o2)CC1 | -9.6 | 0.27 | -29 | -25 | -9 | 0.3 | -11 | -0.3 | 4
Cn1ccnc1SCCC#N | -0.5 | -0.068 | 7 | -4 | -9 | -0.2 | -9 | 0.1 | 2
O=C(N/N=C/c1ccc2cccnc2c1)c1ccco1 | -0.1 | -0.97 | -55 | -13 | 29 | 1.5 | . | 0.2 | 1
Cc1cc(C)c2nc(NC(=O)C3CC(=O)N(Cc4ccco4)C3)sc2c1 (stereo unspecified) | 1.9 | 0.075 | 1 | -17 | -16 | -1.0 | -9 | 4.7 | 0
CCOC(=O)c1c(-c2ccccc2)csc1NC(=O)c1nn(CC)cc1Br | -1.4 | 0.054 | -20 | -16 | -82 | -0.6 | 1 | 0.1 | 8
Cc1nc(NC(=O)C2CC2)sc1C(=O)N1CCCCC1 | 0.3 | . | -6 | -12 | -3 | 0.3 | -6 | 0.4 | 4
Cc1cc(C(C)(C)C)oc1C(=O)N(CC(=O)NC1CCCC1)Cc1ccccc1 | -2.3 | 1.1 | -22 | 4 | -3 | -0.9 | 3 | -0.6 | 0

Bioassay records: PubChem BioAssay, several laboratories
